EPAC1 ag: qHTS for Agonist of cAMP-regulated guanine nucleotide exchange factor 3 (EPAC1): primary screen. Rap guanine nucleotide exchange factor 3 (Homo sapiens), O95398. EPAC1 agonist qHTS, biochemical assay; response scale: 100% = response to 6.5 mM cAMP. Potency, µM (highest dose often 154 µM), without a hit: top-dose activation, usual class: activators. 360,000 compounds, 0.073% hits. AID 720707, 2013; also: potency is read from the fitted curve at half-maximal effect; nearly all actives have a fitted effect of over 60% in size
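Multi-concentration qHTS readout: loss of Rap1B-bound BODIPY-GDP fluorescence driven by 100 nM EPAC1 with excess GDP (50 uM), monitored kinetically at room temperature; agonist response expressed relative to 6.5 mM cAMP.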
PI5P4Ka inh: qHTS for Inhibitors of phosphatidylinositol 5-phosphate 4-kinase (PI5P4K) | Phosphatidylinositol 5-phosphate 4-kinase type-2 alpha (Homo sapiens), P48426 | PI5P4Kalpha enzyme, ADP-Glo luminescence, 60 min; hits give low values | max response, % | 330,000 compounds, 1.2% hits; active = max response of -50% or lower; inconclusive = between -30% and -50%; inactive = -30% or higher; also: value at the top dose of about 77 µM; % is scaled to controls: 0 for no effect and ±100 for the full control effect
Target sequence (P48426 whole entry, looked up): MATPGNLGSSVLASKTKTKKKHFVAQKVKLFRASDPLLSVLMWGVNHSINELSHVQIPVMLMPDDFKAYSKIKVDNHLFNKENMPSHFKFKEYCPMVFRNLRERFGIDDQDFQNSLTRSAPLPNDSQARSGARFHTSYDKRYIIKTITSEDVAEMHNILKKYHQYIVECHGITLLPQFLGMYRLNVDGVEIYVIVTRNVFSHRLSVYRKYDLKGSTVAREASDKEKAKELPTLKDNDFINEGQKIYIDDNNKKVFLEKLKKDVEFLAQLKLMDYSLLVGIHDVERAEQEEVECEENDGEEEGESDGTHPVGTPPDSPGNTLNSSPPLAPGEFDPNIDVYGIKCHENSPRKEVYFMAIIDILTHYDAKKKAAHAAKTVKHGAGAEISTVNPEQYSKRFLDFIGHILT
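Quantitative HTS of the MLSMR library against PI5P4Kalpha with substrate. ATP added last at 5 microM final; room temperature, 60 minutes. Remaining ATP depleted, ADP converted and read as luminescence.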
PLK1 PBD inh: qHTS for Inhibitors of PLK1-PDB (polo-like kinase 1 - polo-box domain): Primary Screen; 360,000 compounds, 2.8% hits; AID 720504, 2013; Serine/threonine-protein kinase PLK1 (Homo sapiens), P53350; Potency, µM, for the others: max response, negative = inhibition, usual class: inhibitors; Plk1 PBD binding of FITC phosphopeptide, fluorescence polarization; also: potency is read from the fitted curve at half-maximal effect; series mostly up to about 57 µM; % is scaled to controls: 0 for no effect and ±100 for the full control effect; nearly all actives have a fitted effect of over 65% in size
Target sequence (P53350 whole entry, looked up, the tested form may be a part): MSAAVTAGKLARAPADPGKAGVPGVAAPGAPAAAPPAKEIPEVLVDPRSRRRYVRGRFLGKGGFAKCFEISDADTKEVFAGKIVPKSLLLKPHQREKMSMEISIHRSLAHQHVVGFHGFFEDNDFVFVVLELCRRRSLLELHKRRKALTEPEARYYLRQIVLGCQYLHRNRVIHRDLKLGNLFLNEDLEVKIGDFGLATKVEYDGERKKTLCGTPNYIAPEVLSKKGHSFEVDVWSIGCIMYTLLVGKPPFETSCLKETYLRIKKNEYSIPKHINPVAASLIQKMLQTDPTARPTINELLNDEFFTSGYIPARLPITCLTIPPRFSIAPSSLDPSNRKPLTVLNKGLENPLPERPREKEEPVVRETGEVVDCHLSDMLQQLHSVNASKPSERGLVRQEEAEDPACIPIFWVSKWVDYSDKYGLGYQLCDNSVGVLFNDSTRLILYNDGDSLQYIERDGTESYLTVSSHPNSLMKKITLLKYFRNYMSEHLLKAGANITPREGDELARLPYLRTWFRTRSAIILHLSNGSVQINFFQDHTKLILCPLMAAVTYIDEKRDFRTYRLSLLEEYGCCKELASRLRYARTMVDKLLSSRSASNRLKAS
EPAC1 antagonist: qHTS for Antagonist of cAMP-regulated guanine nucleotide exchange factor 3 (EPAC1): primary screen. EPAC1 GEF assay, Rap1b-BODIPY-GDP exchange fluorescence. Rap guanine nucleotide exchange factor 3 (Homo sapiens), O95398. Potency, µM (titrated, usually from 115 µM), for the others: top-dose activity change, negative = inhibition, usual class: inhibitors. 360,000 compounds, 0.14% hits;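 also: potency is read from the fitted curve at half-maximal effect; plate controls were vehicle for no effect and positive control for full effect; nearly all actives have a fitted effect of over 50% in size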
WRN inhibitor: qHTS for Inhibitors of WRN Helicase. Bifunctional 3'-5' exonuclease/ATP-dependent helicase WRN (Homo sapiens), Q14191. WRN helicase unwinding, fluorescent forked duplex, kinetic. Potency, µM (highest dose often 114 µM), without a hit: at the top dose activity change, negative = inhibition, actives largely listed as inhibitors. 360,000 compounds, 0.46% hits. AID 651768, 2012; also: potency is read from the fitted curve at half-maximal effect; % is scaled to controls: 0 for no effect and ±100 for the full control effect; nearly all actives have a fitted effect of over 55% in size
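Kinetic red-fluorescence monitoring (525/598 nm) tracks WRN helicase activity after 100 nM fluorophore-quencher forked duplex and 2 mM ATP are added to 20 nM enzyme pretreated 15 min at room temperature with compound.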
FUS suppressor: qHTS for Suppressors of FUS Proteinopathy: Primary screen using FUS-linked yeast assay | S. cerevisiae FUS-expressing, growth rescue, OD600, 24 h | Potency, µM (top dose mostly 76.6 µM), without a hit: at the highest dose growth rescue (activation), usual class: activators | 390,000 compounds, 0.24% hits | AID 1347120, 2019;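 also: potency is read from the fitted curve at half-maximal effect; plate controls were DMSO vehicle for no effect and reference control for full effect; nearly all actives have a fitted effect of over 55% in size; some results filed as inactive show a strong effect at the top dose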
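Cultures pregrown in 2.5% raffinose medium are shifted to minimal medium containing 2% galactose to express toxic FUS. Compounds are tested at several concentrations. After 24hr at 30C, growth is quantified at 600 nm absorbance.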
Abeta rescue: qHTS for compounds that reverse cellular toxicity of Amyloid beta (A-beta) peptide in yeast: Primary Screen; Potency, µM (doses to about 46.1 µM), inactives show top-dose growth rescue, usual class: activators; yeast expressing A-beta42, growth rescue, OD600, 48 h; response scale: 0% DMSO, 100% iron-clioquinol control; 410,000 compounds, 0.063% hits; AID 1347071, 2019; also: potency is read from the fitted curve at half-maximal effect; nearly all actives have a fitted effect of over 55% in size
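Growth rescue measured by 600 nm absorbance after 48 h yeast culture at 30 C with compound. Values normalized between DMSO and an equimolar ferric chloride plus clioquinol control.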
IL-2 act: qHTS of IL-2 Activators; 360,000 compounds, 0.065% hits; IL-2 activation reporter assay, cell-based qHTS; stimulated with anti-CD3/CD4/CD28 beads; in transgenic mouse T cells; activation, % (series mostly up to about 46 µM); in the data active = activation above about 50%; inconclusive = mostly about 30% to 49%; also: 0% is about no effect
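Readout: EGFP and DsRed signals by fluorescent plate cytometry. Unstimulated transgenic mouse T cells received compound 60 min before antibody-bead stimulation, then incubated 18 h at 37 degrees C.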
An asterisk follows results filed as active; ? = inconclusive; . = no result given; [ ] = dose if it differs, or a comment. Unless noted, calls follow the shape of the dose curve; as a rule, active = well fitted curve in the direction sought with a large enough effect; inconclusive = small, poorly fitted or top-dose-only effect, or another doubt; inactive = no such curve, though single readings can be large; an effect the other way counts as inactive or inconclusive.

SMILES	EPAC1 ag	PI5P4Ka inh	PLK1 PBD inh	EPAC1 antagonist	WRN inhibitor	FUS suppressor	Abeta rescue	IL-2 act
Cc1cccn(Cc2c(F)cccc2Cl)c1=O	-1%	0	0%	10%	5%	13%	-1%	7.0
CCc1nc(NCc2ccccc2)c(C#N)c2c1CCCC2	-4%	0	0%	6%	0%	-16%	-3%	0.1
CC(C)[C@H](NC(=O)c1ccco1)C(=O)OCC(=O)Nc1ccccc1OC(F)F	12%	8	-7%	-2%	-8%	4%	-15%	0.9
NC(=O)c1c(NC(=S)Nc2ccccc2)sc2c1CCCC2	10%	?	6.7µM*	-1%	-26%	19%	-7%	-0.4
COc1ccccc1Cc1noc(-c2cc(Cl)ccc2OC)n1	24%	.	-9%	3%	1%	-9%	-2%	-2.7
COc1ccc(-c2cc3nc(C)c(CCC(=O)NCc4ccc(F)cc4)c(C)n3n2)c(OC)c1	6%	-2	-6%	11%	-6%	?	-5%	0.3
COCCn1c(N)c(N(Cc2ccccc2)C(=O)c2ccc3ccccc3c2)c(=O)[nH]c1=O	8%	-4	7%	11%	-2%	3%	3%	0.0
Cc1cccc(/C=N/n2c(-c3ccco3)n[nH]c2=S)c1	-18%	-4	?	-10%	-7%	-9%	4%	0.6
COCCn1c(Cc2ccccc2)nnc1SCC(=O)N1CCOCC1	20%	0	-2%	10%	0%	-16%	2%	0.3
Cc1ccc(C)c(CN2C(=O)C(C)Oc3ccc(C)cc32)c1 (centres undefined)	6%	.	-9%	-9%	2%	?	-8%	-3.3
COc1cccc(C(=O)Oc2cc3c4c(c2)C(C)=CC(C)(C)N4C(=O)C3=O)c1	17%	.	?	-14%	-18%	19%	-93%[inhibitor]	-2.3
COc1ccc(C(CNC(=O)c2cc(S(=O)(=O)NCc3ccccc3)ccc2C)N2CCOCC2)cc1 (centres undefined)	-4%	1	-10%	-28%	-8%	-12%	-7%	-0.4
CC(C)c1ccc(NC2CCCN(C(=O)c3ccco3)C2)cc1 (centres undefined)	-3%	-4	1%	-7%	9%	6%	.	1.6
Cc1ccc(S(=O)(=O)N2[C@H](CC(=O)c3ccccc3)OC[C@@H]2C)cc1	10%	-3	-5%	-5%	-1%	?	-1%	-0.6
CCOC(=O)C(=O)NCC1CCCN1S(=O)(=O)c1cccs1 (centres undefined)	-7%	0	-1%	9%	8%	7%	-1%	0.3
CN(CCO)c1ccc2c(c1)OC[C@@H](Cc1ccccc1)NS2(=O)=O	1%	-8	-4%	-18%	1%	-11%	-14%	0.4
O=C1CN(S(=O)(=O)c2ccc(Br)cc2)c2ccccc2N1	9%	4	-7%	-21%	2%	-22%	-2%	-1.0
CCC(C)[C@H]1CNC(=S)N1CCc1cccc2ccccc12 (some centres undefined)	13%	-1	3%	-7%	-1%	26%	18%	0.0
NS(=O)(=O)c1ccc(CCNC(=O)CNC(=O)C2CCCCC2)cc1	1%	-1	1%	3%	6%	-25%	10%	3.4
COc1ccc(Nc2nc3c([nH]2)c(=O)[nH]c(=O)n3C)cc1	3%	-4	-2%	-24%	-11%	6%	-4%	0.8
O=S1(=O)c2ccc(Br)cc2N2CCC[C@@H]2CN1C1CC1	8%	8	-3%	-12%	-1%	15%	1%	-0.7
CCOC(=O)C1=NN(c2ccccc2C)C2=NC(C)=C(C(=O)OC)C(c3cccc(OC)c3)N12 (centres undefined)	14%	6	-3%	-3%	-9%	30%	-22%	-0.7
COCc1nnc(NC(=O)CCCOc2ccccc2OC)s1	0%	-17	27µM*	-2%	4%	5%	17%	-2.4
O=C1N[C@@H](Cc2ccccc2)COC(=O)[C@H](Cc2ccc(F)cc2)C/C=C\C[C@H]1CC(=O)N(CCO)Cc1ccccc1	-2%	9	2%	-5%	-3%	?	5%	-0.4
C=CCN(C(=O)CN1CCOCC1)c1nc(C)c(-c2ccccc2)s1	3%	8	-12%	24%	-9%	18%	-9%	0.1
COc1ccc(S(=O)(=O)Nc2ccc(S(=O)(=O)Nc3ccc(F)cc3)cc2)cc1C	9%	3	-26%	-2%	-12%	35%	?	-0.5
COc1ccc(CCCc2nnc(SCC(=O)Nc3nc(C)cs3)n2C)cc1C	4%	3	-17%	4%	-5%	19%	5%	-1.2
CCOC(=O)C1CCN(C(C)=C2C(=O)c3ccccc3C2=O)CC1	0%	-1	?	-12%	-3%	25%	9%	1.7
CN(C(=O)c1ccco1)c1nnc(C23CC4CC(CC(C4)C2)C3)s1	-3%	-5	0%	-2%	5%	15%	-16%	-3.8
CC1=CC(=O)Nc2ccccc2S1	8%	22	-17%	4%	-4%	.	-2%	1.5
O=C(Nc1c(Cl)ccc2nsnc12)c1ccc([N+](=O)[O-])o1	-5%	-25	-7%	14%	13%	-5%	-17%	-1.8
CSc1ccc(S(=O)(=O)NC2CCCCC2)cc1	10%	.	-9%	-8%	1%	22%	-11%	-1.8
Cc1cc(C)cc(N=c2c([N+](=O)[O-])nn(-c3ccc(Cl)cc3)n2O)c1	-8%	0	4%	-5%	2%	-15%	3%	4.2
CC(=O)c1ccc(OC(C)C(=O)NC2CCCCC2C)cc1 (centres undefined)	0%	1	1%	-4%	-16%	.	0%	0.4
COc1ccc(C(C(=O)NC2CCCC2)N(C(=O)c2ccco2)c2cccc(C(C)=O)c2)cc1OC (centres undefined)	-2%	1	-9%	-26%	-3%	-10%	6%	-3.0
COc1ccc(-c2ccc3[nH]c4c(c3c2)CCN2C[C@@H]([C@H](C)O)[C@@H](N(C)C(=O)Nc3cc(Cl)cc(Cl)c3)C[C@@H]42)cc1	-8%	-3	-3%	3%	-8%	?	-37%	-3.4
CCOC(=O)C1=CN(Cc2ccc(OC)cc2)C=C(C(=O)OCC)C1c1cccs1	9%	2	5%	-15%	-12%	18%	-5%	-2.7
CCOP(=O)(c1ccc(N(C)C)cc1)C(O)c1ccc(OC)cc1 (centres undefined)	-9%	3	-18%	-25%	-3%	5%	-4%	-0.7
Cc1cc(C(=O)COc2nncc3ccccc23)c(C)n1C	-5%	3	-7%	-26%	-31%	14%	17%	0.3
CC(=O)c1cccc(NC(=O)c2c(-c3c(F)cccc3Cl)noc2C)c1	-1%	7	1%	1%	-13%	.	6%	-3.9

Entries from the list above containing a nitro group on carbon:
SMILES	EPAC1 ag	PI5P4Ka inh	PLK1 PBD inh	EPAC1 antagonist	WRN inhibitor	FUS suppressor	Abeta rescue	IL-2 act
O=C(Nc1c(Cl)ccc2nsnc12)c1ccc([N+](=O)[O-])o1	-5%	-25	-7%	14%	13%	-5%	-17%	-1.8
Cc1cc(C)cc(N=c2c([N+](=O)[O-])nn(-c3ccc(Cl)cc3)n2O)c1	-8%	0	4%	-5%	2%	-15%	3%	4.2

The results go on.
SMILES	EPAC1 ag	PI5P4Ka inh	PLK1 PBD inh	EPAC1 antagonist	WRN inhibitor	FUS suppressor	Abeta rescue	IL-2 act
Cc1ccsc1C(=O)NC(C)c1ccc2c(c1)OCO2 (centres undefined)	14%	.	-4%	-12%	0%	13%	5%	-1.1
O=C(Nc1ccc(OCC(=O)N2CCOCC2)cc1)c1ccccc1Cl	-12%	-4	-4%	-20%	-1%	20%	4%	0.5
CCCc1ccc(Oc2cc(C)nc(N3CCOCC3)n2)cc1	5%	23	-11%	-14%	-3%	?	5%	-2.2
CN(C)S(=O)(=O)c1ccc(SCC(=O)Nc2ccc3c(c2)OCCO3)nc1	-1%	-7	-21%	5%	-7%	0%	2%	-0.3
Cc1cc(C)c(C(=O)COC(=O)c2cccc(S(=O)(=O)NCc3ccccc3)c2)cc1C	15%	7	-13%	?	-4%	.	30%	-0.6
COC(=O)c1ccc(/C=N/Nc2nc(-c3ccccc3)cs2)cc1	7%	-2	-8%	-8%	9%	.	-5%	-1.2
CC1CC(C)CN(CCCNC(=O)CCNC(=O)Cn2ccc3ccccc3c2=O)C1 (centres undefined)	-6%	.	-2%	11%	7%	22%	4%	-1.1
CCCCn1nnnc1C(c1cc2ccccc2o1)N1CCN(c2c(C)cccc2C)CC1 (centres undefined)	13%	11	-3%	-11%	2%	-11%	0%	-0.1
O=C(N/N=C/c1cc(Br)c(O)c(Br)c1O)c1cccnc1	9%	-59*	-19%	?	-17%	-10%	-23%	0.1
O=C(CN1CCN(C(c2ccccc2)c2ccccc2)CC1)N1CCOCC1	2%	.	-4%	-4%	4%	-3%	4%	-1.4
CCc1nc2c(OCc3ccc(F)c(F)c3)cccn2c1N(C)C(=O)c1ccco1	-4%	-4	1%	-6%	-2%[57.1 µM]	3%	6%	-0.7
COC(=O)c1ccccc1-c1cn(C)c2ccccc2c1=O	-7%	27	2%	4%	2%	4%	-6%	-3.9
CC(OC(=O)Cn1[nH]c(=O)c2ccccc2c1=O)C(=O)NC1(C#N)CCCCC1 (centres undefined)	-4%	3	-5%	14%	-7%	-7%	5%	-3.6
CS(=O)(=O)C1=NSC2=NC(=O)/C(=C\c3cccn3-c3ccc(Cl)cc3)C(=N)N21	9%	-81*	21µM*	35µM*	-27%[57.1 µM]	29%	?	0.1
CC(C)=N/N=C(/c1ccc([N+](=O)[O-])cc1)C12CN3CN(CN(C3)C1)C2	-2%	3	2%	3%	10%	1%	-2%	-3.3
Cc1cc(C)c2c(C)nn(-c3ccccc3)c2n1	8%	2	0%	2%	-2%	-8%	8%	3.0
CC(=O)N1CCN=C1SCc1ccc(C)cc1	16%	5	-6%	-1%	0%	-8%	-2%	0.1
Cc1ccc(C(=O)NC(=S)NNC(=O)c2cccc([N+](=O)[O-])c2)cc1	1%	0	-12%	4%	3%	3%	8%	6.4
CCOc1ccc2nc(CN3CCN(Cc4ccccc4OCC)C(CCO)C3)ccc2c1 (centres undefined)	-10%	-6	-17%	2%	-7%	8%	-6%	-0.3

Screening results as filed in PubChem.
